APEX1 inh: blocks human APE1 abasic DNA cleavage. AID 2517. 350,000 compounds, 0.35% hits. Potency, µM (titrated, usually from 65.8 µM), without a hit: at the highest dose activity change, negative = inhibition, most hits filed as inhibitors. P27695. recombinant APE1, TAMRA/BHQ-2 abasic DNA cleavage fluorescence;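 note: potency is the fitted concentration of half-maximal effect; plate controls were vehicle for no effect and reference inhibitor for full effect; nearly all actives have a fitted effect of over 55% in size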
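Incision of a quenched TAMRA/BHQ-2 THF abasic-site duplex (50 nM) by 0.75 nM APE1, after 15 min compound preincubation, measured as fluorescence increase over three 60 s reads. Values normalized to buffer, DMSO and NSC13755 control wells.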
POLB inh: inhibitors of human DNA polymerase beta. P06746. Pol beta primer extension/strand displacement, fluorescence kinetic. Potency, µM (series often up to 114 µM), for inactives: top-dose activity change, negative = inhibition, hits mostly inhibitors. 340,000 compounds, 1.3% hits; note: potency is the fitted concentration of half-maximal effect; % is set by controls: 0 for no effect and ±100 for the full control effect
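Values derive from four-parameter Hill fits of normalized kinetic data: reads at 0 and 10 min following addition of 50 nM substrate to 10 nM Pol beta preincubated 15 min with compound.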
ERG-DNA inh: inhibitors of human ERG Ets domain-DNA interaction; 370,000 compounds, 0.028% hits; P11308; fluorescence polarization, His-ERG Ets domain / labelled DNA; Potency, µM (top dose mostly 76.9 µM), for the others: at the highest dose FP activity, negative = inhibition, usual class: inhibitors; active = well fitted inhibition curve with a large enough effect in the polarisation, with a control signal flat; inconclusive = small, poorly fitted or top-dose-only effect, or effect the other way, or a change in a side signal; inactive = no such curve, though single readings can be large or run the other way; the % refers to the polarisation;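 note: polarization taken with two DNA probes labelled with fluorescein and Texas red; potency is the fitted concentration of half-maximal effect; % of control where 0% means no effect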
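His-tagged ERG Ets domain (1 uM in the protein solution; 300mM KCl, 50mM Tris-HCl, 1mM EDTA, 1mM DTT, pH 7.5) received compound, then a probe mix of 5 nM fluorescein-DNA and 100nM Texas-615-DNA. Fluorescence polarization was read for both dyes.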
TRHR ag: activates the human TRH receptor. TRHR cells, calcium flux fluo-8, FDSS agonist mode. activation, % at 2 µM. 360,000 compounds, 0.18% hits. P34981; in the data active = activation above about 30%; note: 0% is about no effect
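Steps: seed TRHR cells overnight; add fluo-8 no-wash Ca dye, RT 30 min–1.5 h; record 10 s baseline; pin-transfer compounds; monitor fluorescence 1 cycle/s for the agonist window. Calcium increases flag candidate agonists.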
POLK inh: DNA polymerase kappa (human) inhibition | Q9UBT6 | purified Pol kappa, fluorescent DNA synthesis assay, 10 min | 400,000 compounds, 0.53% hits | AID 588579 | Potency, µM (top dose mostly 107 µM), inactives show top-dose activity, negative = inhibition, usual class: inhibitors; note: potency is the fitted concentration of half-maximal effect; % is set by controls: 0 for no effect and ±100 for the full control effect
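Kinetic fluorescence readout at 0 and 10 min followed reaction start with substrate at 50 nM final. Beforehand, enzyme (10 nM Pol kappa) stood 15 min with compound at room temperature; buffer-only wells were negative controls.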
ALOX12 inh: inhibitors of human 12S-lipoxygenase ALOX12; P18054; purified 12hLO, xylenol orange hydroperoxide absorbance; Potency, µM (titrated, usually from 108 µM), for the others: at the top dose activity change, negative = inhibition, most hits filed as inhibitors; 580,000 compounds, 1.1% hits; note: potency is the fitted concentration of half-maximal effect; % is set by controls: 0 for no effect and ±100 for the full control effect
Target sequence (P18054 whole entry, looked up): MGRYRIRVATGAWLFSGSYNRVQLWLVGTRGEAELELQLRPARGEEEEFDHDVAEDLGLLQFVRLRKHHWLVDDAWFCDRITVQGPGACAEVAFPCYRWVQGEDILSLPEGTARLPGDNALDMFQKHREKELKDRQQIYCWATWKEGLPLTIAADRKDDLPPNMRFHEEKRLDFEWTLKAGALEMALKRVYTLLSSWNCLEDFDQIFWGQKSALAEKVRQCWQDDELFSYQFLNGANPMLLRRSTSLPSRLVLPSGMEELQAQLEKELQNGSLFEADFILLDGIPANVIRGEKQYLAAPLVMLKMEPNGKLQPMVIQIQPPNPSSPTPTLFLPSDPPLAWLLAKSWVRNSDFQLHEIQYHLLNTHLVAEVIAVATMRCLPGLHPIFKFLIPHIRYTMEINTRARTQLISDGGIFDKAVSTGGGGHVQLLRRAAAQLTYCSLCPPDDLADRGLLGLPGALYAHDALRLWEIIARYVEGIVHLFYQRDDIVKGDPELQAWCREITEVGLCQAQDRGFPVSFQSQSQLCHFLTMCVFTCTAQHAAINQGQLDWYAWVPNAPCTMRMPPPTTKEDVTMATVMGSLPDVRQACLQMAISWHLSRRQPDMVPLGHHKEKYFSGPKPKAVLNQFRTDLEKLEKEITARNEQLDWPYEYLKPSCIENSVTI
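Purified human 12hLO (150 nM final) in 25 mM Hepes, 0.01% Triton X-100, pH 7.0 was preincubated 15 min at room temperature with compound. Then 40 uM arachidonic acid was added, 30 min. Hydroperoxide was read by Fe-XO absorbance ratio 573/405 nm.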
Apoferritin bind: candidate novel general anesthetic via apoferritin binding | Potency, µM (highest dose often 77.5 µM), without a hit: at the top dose activity change, negative = displacement, most hits filed as inhibitors | apoferritin/1-aminoanthracene competitive binding, fluorescence | 350,000 compounds, 0.074% hits | AID 485281; note: potency is the fitted concentration of half-maximal effect; % is set by controls: 0 for no effect and ±100 for the full control effect; nearly all actives have a fitted effect of over 20% in size
Target sequence (P02791 2-175 limits assumed): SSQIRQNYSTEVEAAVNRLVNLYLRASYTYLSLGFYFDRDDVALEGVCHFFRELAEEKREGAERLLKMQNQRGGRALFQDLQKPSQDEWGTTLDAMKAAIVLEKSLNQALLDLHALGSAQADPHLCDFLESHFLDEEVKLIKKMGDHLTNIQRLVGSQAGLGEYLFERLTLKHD
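Horse-spleen apoferritin (10 uM) was mixed with 50% saturated 1-aminoanthracene in PBS, exposed to compounds for 10 min at room temperature, and read for fluorescence (ex 380 nm, em 535 nm). Competitive displacement was fitted with a four-parameter Hill equation.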
POLI inh: inhibitors of human DNA polymerase iota | 390,000 compounds, 1% hits | Pol iota fluorescent replication assay, 10 min | Potency, µM (titrated, usually from 115 µM), for inactives: at the highest dose activity, negative = inhibition, actives largely listed as inhibitors; note: potency is the fitted concentration of half-maximal effect
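Fluorescent replication assay read twice, at 0 min and 10 min after adding 50 nM (final) substrate. Enzyme (10 nM) and compounds were first incubated 15 min at room temperature; enzyme-free buffer wells were negative controls.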
BLM helicase inh: inhibitors of human Bloom syndrome helicase BLM | P54132 | recombinant BLM DNA unwinding, fluorescence dequenching | Potency, µM (top dose mostly 56.1 µM), without a hit: at the highest dose activity change, negative = inhibition, most hits filed as inhibitors | 350,000 compounds, 0.2% hits | AID 2528;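 note: potency is the fitted concentration of half-maximal effect; plate controls were vehicle for no effect and no enzyme for full effect; nearly all actives have a fitted effect of over 35% in size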
An asterisk follows results filed as active; ? = inconclusive; . = not tested or not shown; [ ] = another dose, or the depositor's remark. Unless noted, calls come from the whole dose curve; as a rule, active = well fitted curve in the direction sought with a large enough effect; inconclusive = small, poorly fitted or top-dose-only effect, or another doubt; inactive = no such curve, though single readings can be large; an effect the other way counts as inactive or inconclusive. This is a subset; the hit share may differ from the screen's.

SMILES	APEX1 inh	POLB inh	ERG-DNA inh	TRHR ag	POLK inh	ALOX12 inh	Apoferritin bind	POLI inh	BLM helicase inh
COc1ccccc1-c1oc2ccccc2c1-c1ccc2c(c1)OCO2	28%	.	-7%	-0.2	8%	1%	.	16%	.
Cc1ccc(Oc2ncccc2/C=N/OCc2ccc(Cl)c(Cl)c2)cc1	13%	6%	-10%	0.7	-16%	56%[activator]	-9%	10%	-6%
CCCN1CCN(CCCNC(=S)Nc2ccc3nc(N4CCN(CC)CC4)cc(C)c3c2)CC1	7%	13%	7%	-1.3	-2%	-17%	-1%	6%	47%[activator]
O=C1CCCC1C(=O)Nc1ccc2ccccc2c1 (configuration not stated)	15%	6%	6%	-0.4	-10%	?	-10%	?	-12%
O=C(O)c1cnn(-c2nc(-c3ccc(Br)cc3)cs2)c1C(F)(F)F	28%	18%	-15%	-0.6	-3%	0%	-1%	-7%	-2%
COc1ccccc1N(CC(=O)Nc1ccc2c(c1)OCO2)S(=O)(=O)c1ccc(C)cc1	.	5%	-5%	0.0	-11%	-9%	-15%	7%	-15%
COc1ccc(N(Cc2cc3ccccc3[nH]c2=O)S(=O)(=O)c2ccc(C)cc2)cc1	49%[activator]	3%	-6%	-0.4	-11%	?	?	2%	-5%
NS(=O)(=O)c1ccc(NC(=O)c2cc(-c3ccccc3O)n[nH]2)cc1	-4%	28%	2%	-1.3	-12%	15%	6%	111%[activator]	-7%
Cc1sc2nc(-c3cccnc3)[nH]c(=O)c2c1-c1ccccc1	13%	36%	3%	-0.9	-4%	?	-8%	39%	-6%
Cc1ccc(CNC(=O)CCCCn2c(=O)c3ccccc3n(Cc3c(C)cc(C)cc3C)c2=O)cc1	.	34%	10%	0.3	10%	-16%	0%	4%	-1%
CCOC(=O)C(CC)Sc1ncnc2sc3c(c12)CCCC3 (configuration not stated)	.	?	0%	-0.3	-20%	-4%	-4%	-1%	-7%
Cc1cnc(CNc2ncncc2-c2ccoc2)cn1	-4%	.	.	.	-13%[60.1 µM]	?	.	.	-13%
O=C(CCn1nc(-c2ccc(Cl)cc2)ccc1=O)N1CCN(c2ccccn2)CC1	1%	-12%	10%	-0.5	-14%	325%[activator]	-1%	2%	1%
CCOc1ccccc1NC(=O)Cn1c(=O)n(CCCC(=O)NCCOC)c(=O)c2cc(OC)c(OC)cc21	.	37%	-7%	0.3	?	-14%	3%	89µM*	2%
O=C(c1ccccc1-c1nc(-c2ccccc2Cl)no1)N1CCOCC1	2%	0%	-7%	-1.1	-1%	-7%	-7%	-7%	-1%
O=C(Cc1ccc(Br)cc1)NC1CCCCC1	2%	10%	-7%	-0.1	-13%	-9%	-6%	150%[activator]	-2%
C=CCn1c(N)c(C(=O)OCC)sc1=S	4%	?	3%	-0.6	-3%	?	-22%	3%	-2%
O=C(Cn1c2ccccc2c(=O)c2ccccc21)N/N=C/c1cc([N+](=O)[O-])ccc1N1CCCCC1	0%	62%	1%	0.5	7%	-12%	14%	27%	-5%
O=C(OCC(=O)N1CCCc2ccccc21)c1ccc(C(F)(F)F)cc1	-14%	.	7%	-0.1	-1%	24%	.	-5%	.
O=C(CCC1CCCC1)NCc1ccccn1	1%	19%	0%	-0.4	-2%	7%	-10%	8%	-1%
CCOc1ccc2nc(SCC(=O)Nc3cc4c(cc3C(C)=O)OCO4)[nH]c2c1	9%	8%	-7%	0.7	-13%	0%	-7%	4%	-3%
Cc1cc(NC(=O)CCn2c(=O)c3cccn3c3cccnc32)ccc1Br	.	-2%	-12%	0.1	3%	?	5%	9%	-3%
CCOC(=O)c1ccc(N/C(=N/S(=O)(=O)c2ccccc2)c2ccccc2)cc1	-3%	-1%	4%	-0.8	-2%	-25%	-20%	9%	-6%
COc1ccc(C(=O)c2c(C(F)(F)F)oc3c2C(=O)c2ccccc2C3=O)cc1OC	?	-25%	4%	0.0	-3%	3%	?	?	-1%
CCOC(=O)N1C2C=CC(C2)N1C(=O)OCC	.	.	-10%	.	-21%	13%	.	77%[activator]	.
Cn1c(=O)c2c(ncn2CC(=O)N2CCN(c3ccccc3F)CC2)n(C)c1=O	13%	24%	.	0.3	-5%	3%	-3%	19%	-2%
COc1ccc(COCC(O)CN2CCCCC2)cc1OC (configuration not stated)	1%	29%	5%	1.6	-9%	-11%	-3%	-2%	-2%
Cc1ccc2nc3c(c(Nc4ccccc4)c2c1)CCC3	-1%	2%	-3%	-0.9	-9%	?	-5%	3%	-5%
Cc1cccc(NC(=O)CSc2cn[nH]n2)c1	66%[activator]	?	2%	-1.1	7%	-7%	-6%	34%[activator]	1%
CN1C(=O)C(C)(C)c2cc(S(=O)(=O)N3CCCC3C(=O)NCc3ccc(F)cc3)ccc21 (configuration not stated)	15%	112%	-1%	-0.5	0%	3%	-14%	35%	0%
O=C(Nc1cc(-c2ccc(F)c(F)c2)no1)c1ccccc1F	.	-9%	-5%	-2.6	-13%	-4%	15%	19%	1%
N#Cc1ccc2c(c1)nc1ccccn12	7%	-15%	2%	-2.3	4%	-7%	88%[activator]	65%[activator]	-4%
CCNc1nc(NC(C)C)nc(N(n2cnnc2)S(=O)(=O)c2ccc(C)cc2)n1	7%	10%	11%	-0.3	-1%	-23%	-14%	-20%	3%
CN(Cc1ccccc1)C(=O)CSc1nc(-c2ccc(F)cc2)cc(C(F)(F)F)n1	.	22%	0%	-0.5	-8%	0%	-12%	-15%	-5%
COc1ccccc1NC(=O)CN1CCN(c2ccc(Cl)cc2)CC1	0%	30%	4%	.	-1%	0%	1%	3%	-10%
O=C(NCCn1cc(SCc2cccc(F)c2)c2ccccc21)c1cccc(C(F)(F)F)c1	.	3%	-3%	-2.6	3%	?	17%	-1%	-8%
COc1cccc2sc3ccc(C#Cc4ccc(N)cc4)cc3c(=O)c12	-6%	2%	10%	0.6	11%	6%	-16%	5%	-8%
Cc1ccc(-c2nc3ccccc3o2)cc1NC(=O)c1ccc2c(c1)OCO2	-5%	-1%	10%	-0.2	0%	-15%	-1%	7%	-7%
Cc1c(C(=O)OCCOC(C)C)[nH]c2c1C(=O)CC(C)(C)C2	1%	-2%	-2%	-0.3	8%	216%[activator]	0%	37%[activator]	1%
CC(=O)Oc1ccccc1N(C(C)=O)S(=O)(=O)c1cccc([N+](=O)[O-])c1	-8%	?	-1%	0.0	-18%	-13%	-13%	?	-4%
Cc1ccc(CN2CC(C(=O)N3CC=C(c4ccccc4)CC3)CC2=O)cc1 (configuration not stated)	3%	26%	-1%	-1.3	-1%	-9%	-17%	11%	0%
O=C(CCC(=O)N1CCCc2ccccc21)N1CCN(S(=O)(=O)c2ccccc2)CC1	2%	-15%	-3%	-0.5	0%	1%	-11%	7%	2%
COC(=O)c1cc(C(=O)N2CCN(c3cccc(C)c3C)CC2)cc([N+](=O)[O-])c1	-3%	?	6%	-0.9	-10%	1%	-19%	?	0%
CN(C)CCCN(C(=O)CCOc1ccccc1)c1nc2ccc(F)cc2s1	9%	46%	-3%	1.4	8%	?	-10%	1%	43%[activator]
N/C(=N\OC(=O)Cc1ccccc1[N+](=O)[O-])c1ccc(Br)cc1	8%	3%	2%	-0.1	-22%	-23%	?	13%	-12%
N#CCCCCn1ccc(NC(=O)c2ccc(Cl)cc2O)n1	.	.	-3%	.	-7%	226%[activator]	.	-3%[58.9 µM]	.
COc1ccc(NC(=O)N2CCc3cc(OC)c(OC)cc3C2)cc1	3%	68%	-3%	-0.2	-8%	12%	-2%	171%[activator]	2%
C=CCN(C(=O)c1csnn1)C(C(=O)NC1CCCC1)c1ccc(Cl)cc1 (configuration not stated)	33%	2%	1%	0.2	-23%	3%	-5%	138%[activator]	-3%
O=C(Nc1cccc(-n2cccn2)c1)C1CCCN(Cc2ccccc2F)C1 (configuration not stated)	-14%	5%	0%	-0.7	13%	-13%	-16%	-13%	-2%
CCC(Cc1ccccc1)NS(=O)(=O)c1ccc2c(c1)NC(=O)CS2 (configuration not stated)	-1%	4%	10%	-0.5	-7%	-25%	-15%	26%	-1%
Brc1ccccc1Cn1c(-c2cncs2)nc2ccccc21	5%	-13%	-7%	-0.1	-16%	-2%	3%	-16%	-6%
O=C(OCC(=O)N1CCc2ccccc2C1)c1ccc(N2CCOCC2)c([N+](=O)[O-])c1	-3%	3%[57.1 µM]	-21%	0.2	-4%	-1%	-23%	4%	-1%
Cc1onc(-c2c(Cl)cccc2Cl)c1C(=O)N=C(N)N1CCCC1	1%	1%	-1%	-0.6	-24%	19%	0%	-6%	-9%
CCOC(=O)C(NC(=O)c1ccccc1Cl)(Nc1sc2c(c1C(N)=O)CCC2)C(F)(F)F (configuration not stated)	-5%	19%[57.1 µM]	14%	-0.6	-21%	?	4%	-19%	0%
CC(NC(=O)C1CCCC1)c1ccccc1 (configuration not stated)	.	.	-6%	.	6%	-11%	.	-14%	.
COc1ccc(NC(=O)Nc2ccccc2SC)cc1	-7%	100%	17%	0.0	0%	-8%	-14%	33%[activator]	-4%
CC1CCC(NC(=O)CSc2nnc(-c3cccnc3)o2)CC1 (configuration not stated)	12%	.	2%	0.4	-1%	10%	.	45%[activator]	.

Single entries from the results shown.
Under POLK inh, `Cc1ccc(CN2CC(C(=O)N3CC=C(c4ccccc4)CC3)CC2=O)cc1` (configuration not stated) is entered as -1%
Under APEX1 inh, `Brc1ccccc1Cn1c(-c2cncs2)nc2ccccc21` is entered as 5%
